Screening results from PubChem BioAssay.
RAD52 anneal inh – RAD52 DNA annealing inhibitors, primary screen, biochemical, FRET, single point, set 2; inhibition, % at 18.7 µM; DNA repair protein RAD52 homolog (Homo sapiens), P43351; recombinant RAD52 DNA annealing, FRET fluorescence; AID 651710, 2012; 0.46% of 360,000 active;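 active means every replicate showing at least 50% inhibition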
Target sequence (P43351 whole entry, looked up): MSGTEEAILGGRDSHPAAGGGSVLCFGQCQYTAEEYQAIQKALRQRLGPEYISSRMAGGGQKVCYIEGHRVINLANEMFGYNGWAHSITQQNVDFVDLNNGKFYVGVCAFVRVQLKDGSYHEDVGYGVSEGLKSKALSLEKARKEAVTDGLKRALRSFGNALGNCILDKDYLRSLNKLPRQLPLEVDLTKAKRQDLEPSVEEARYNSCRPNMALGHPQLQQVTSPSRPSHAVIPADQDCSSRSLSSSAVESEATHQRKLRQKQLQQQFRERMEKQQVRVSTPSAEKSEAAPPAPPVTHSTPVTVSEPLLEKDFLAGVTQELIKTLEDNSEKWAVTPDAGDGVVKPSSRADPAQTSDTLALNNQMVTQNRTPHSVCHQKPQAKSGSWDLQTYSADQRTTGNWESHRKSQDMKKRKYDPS
ERAP1 inh – human ERAP1 aminopeptidase inhibitors, primary screen, biochemical, single point, plate reader. AID 652197, 2013. recombinant ERAP1, Leu-AMC fluorescence, 60 min. inhibition, % at 10.7 µM. 0.15% of 340,000 active. Endoplasmic reticulum aminopeptidase 1 (Homo sapiens), Q9NZ08;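 active means mean replicate inhibition of at least 30%, or all replicates individually reaching that 30% level; inactive means mean below 30% and not every replicate reaching it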;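 further: 0% = neutral control wells and 100% = L-leucinethiol positive control wells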
GSIS activator – GLuc luminescence reporter in INS-1E cells, primary screen for activators of glucose-dependent secretion of insulin; activation, % at 16.6 µM; 0.61% of 370,000 active; AID 743287, 2014; INS-1E GLuc reporter insulin secretion, 2-3 h;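 active means lowest replicate activation of at least 40%, so every replicate reaches that level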;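 further: 0% = median of neutral control wells and 100% = median of IBMX positive control wells; some compounds called inactive have numbers as strong as hits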
esBAF inh – Bmi1 luciferase reporter increase in mESCs, primary screen, esBAF inhibitor project, mouse ES cells, Bmi1 luciferase knock-in, single point. 24 h; 100% = twice the neutral-well signal. reporter increase, % at 12.5 µM. 2% of 350,000 active; in the data active means activation above about 40%;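 further: 0% = median of the plate's neutral control wells and 100% = double that signal; a rise in the Bmi1 reporter signal indicates esBAF inhibition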
XiGFP reactiv – activators of inactive X chromosome reactivation, primary screen, imaging, XiGFP fibroblasts, GFP high-content imaging, set 2; AID 743238, 2013; 0.055% of 360,000 active; activation, % at 7.58 µM; XiGFP mouse fibroblasts, % GFP-positive cells imaging, 3 d; cells co-treated with 5-aza-dC sensitizer; scaled so ellipticine positive control = 100%;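 active means mean normalized replicate activation at least 10% and every replicate at or above 10%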;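 further: 0% = median of on-plate neutral control wells and 100% = ellipticine 6 µM median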
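Schedule: 3 d treatment, 15 min room-temperature fixation; system: 68-5-11 XiGFP fibroblast line; buffer or medium: DMEM plus 5-aza-dC sensitizer; control set: ellipticine 6 µM positive control; compound: one concentration, pinned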
ARNT TACC3 PPI – disruptors of ARNT/TACC3 protein interaction, primary screen, biochemical, AlphaScreen, single concentration; AlphaScreen His-ARNT PAS-B/GST-TACC3 binding, luminescence; TACC3 fragment carries E629A point mutation; AID 623870, 2012; 0.66% of 390,000 active; Transforming acidic coiled-coil-containing protein 3 (Homo sapiens), Q9Y6A5; inhibition, % at 9.99 µM;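 active means mean inhibition of replicates at least 50% and at least half of replicates each reaching 50%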;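 further: 0% = complete ARNT plus TACC3 wells and 100% = ARNT alone without TACC3; many hits fall short of the cut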
F508del corr – F508del CFTR correction, initial screen, CFBE line, single point | CFBE cells, YFP halide quenching; stimulated with forskolin plus potentiator P3; % fluorescence drop versus neutral controls | activity (quench increase), % at 7.58 µM | 0.36% of 350,000 active;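 active means mean added fluorescence quench of at least 8% versus neutral control, with both replicates also reaching 8%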;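 further: cells transiently co-express mutant CFTR-F508del with the halide-sensitive YFP; corrector assay measuring rescue of mutant channel to the surface after 24 h compound exposure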
RAD54 inh – inhibitors of human RAD54 branch migration, primary screen, biochemical, fluorescence, single point. RAD54 Holliday junction branch migration, FAM/BHQ fluorescence. AID 602329, 2012. inhibition, % at 10.4 µM. 0.14% of 360,000 active;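 active means mean normalized replicate activity at least 40 and at least half of replicates scoring 40 or more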;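 further: 0% = median of neutral control wells and 100% = median of positive control wells; inhibitors cause a drop in the FAM fluorescence signal; in these data hits start at about 50%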
* marks the source's active call; other numbers are inactive results.

How did CC(C)NC(=O)N1CCCCN2[C@H](C1)[C@H](c1ccc(C#Cc3ccccc3)cc1)[C@@H]2CO do in these assays?
RAD52 anneal inh: -9; ERAP1 inh: 0; GSIS activator: -24; XiGFP reactiv: 0.1; ARNT TACC3 PPI: -2; F508del corr: 2.4; RAD54 inh: 0

What do the screens show for `CCCN(C)C[C@H]1OCCCC[C@H](C)Oc2ccc(NC(=O)Nc3ccc4c(c3)OCO4)cc2C(=O)N([C@@H](C)CO)C[C@@H]1C`?
RAD52 anneal inh: 42; ERAP1 inh: -3; GSIS activator: -5; esBAF inh: 10; XiGFP reactiv: -1.2; ARNT TACC3 PPI: 15; F508del corr: -3.7; RAD54 inh: -2

What do the screens show for `CCOC(=O)c1[nH]c2ccccc2c1NC(=O)COC`?
RAD52 anneal inh: 10; ERAP1 inh: 0; esBAF inh: -3; XiGFP reactiv: -0.1; ARNT TACC3 PPI: -9; F508del corr: 1.7; RAD54 inh: 2

How did Cc1ccc(P(=O)(OCCN2CCOCC2)C(C)(C)C)o1 (configuration not stated) do in these assays?
RAD52 anneal inh: 21; ERAP1 inh: 0; GSIS activator: 5; esBAF inh: -4; ARNT TACC3 PPI: -3; F508del corr: 2.1; RAD54 inh: 0

How did CC(C)C(c1nnnn1CCc1ccccc1)N1CCSCC1 (configuration not stated) do in these assays?
RAD52 anneal inh: -7; ERAP1 inh: 0; GSIS activator: -12; XiGFP reactiv: 0.0; F508del corr: -1.5

What do the screens show for `N#C[C@H]1[C@@H](c2ccccc2C2=CCCCC2)[C@@H](CO)N1S(=O)(=O)c1cccc(F)c1`?
RAD52 anneal inh: -5; ERAP1 inh: -3; GSIS activator: -14; XiGFP reactiv: 0.2; F508del corr: 0.5

How did O=C(CNC(=O)c1ccc(Br)o1)NC1CCCCCC1 do in these assays?
RAD52 anneal inh: 6; ERAP1 inh: 0; GSIS activator: 28; esBAF inh: 27; XiGFP reactiv: 0.2; ARNT TACC3 PPI: 2; F508del corr: 5.7; RAD54 inh: -6

Results for CC(C)NC(=O)Nc1ccc2c(c1)C(=O)N([C@@H](C)CO)C[C@H](C)[C@H](CN(C)Cc1ccccc1)OCCCC[C@@H](C)O2 ?
RAD52 anneal inh: 0; ERAP1 inh: 3; GSIS activator: -4; esBAF inh: 0; XiGFP reactiv: 0.0; ARNT TACC3 PPI: -2; F508del corr: -1.7; RAD54 inh: 4

What do the screens show for `CCCN(C)C[C@@H]1OCCCC[C@@H](C)Oc2ccc(NS(=O)(=O)c3ccc(Cl)cc3)cc2C(=O)N([C@@H](C)CO)C[C@@H]1C`?
RAD52 anneal inh: 25; ERAP1 inh: -1; GSIS activator: -9; esBAF inh: 0; XiGFP reactiv: 0.0; ARNT TACC3 PPI: 2; F508del corr: -1.3; RAD54 inh: -4

Results for CCOC(=O)C1=C(c2ccccc2)NC(=O)NC1c1cc(Cl)c(O)c(OC)c1 (configuration not stated) ?
RAD52 anneal inh: -36; ERAP1 inh: 6; GSIS activator: -10; XiGFP reactiv: 0.3; ARNT TACC3 PPI: -28; F508del corr: 0.1

How did CC(C)(C)N1CC23CCC(C[C@@H]2C1=O)O3 (some centres not stated) do in these assays?
RAD52 anneal inh: -13; ERAP1 inh: -1; GSIS activator: 8; esBAF inh: -5; XiGFP reactiv: 0.1; ARNT TACC3 PPI: -2; F508del corr: -0.2; RAD54 inh: -2

What do the screens show for `CO[C@@H]1CN(C)C(=O)c2cc(NS(=O)(=O)CC(F)(F)F)ccc2OC[C@H](C)N(Cc2nccs2)C[C@H]1C`?
GSIS activator: -5; esBAF inh: 2; XiGFP reactiv: 0.3; F508del corr: -0.6

How did Nc1cc(-c2ccccc2)nn1S(=O)(=O)c1ccc(F)cc1 do in these assays?
RAD52 anneal inh: -9; ERAP1 inh: 2; GSIS activator: 8; esBAF inh: 10; XiGFP reactiv: 0.1; ARNT TACC3 PPI: -7; F508del corr: 4.2; RAD54 inh: 7

How did Cc1noc(C)c1NC(=O)N(C)C[C@@H]1Oc2c(NS(=O)(=O)c3cccs3)cccc2C(=O)N([C@@H](C)CO)C[C@@H]1C do in these assays?
RAD52 anneal inh: -29; ERAP1 inh: 0; GSIS activator: 6; esBAF inh: -4; XiGFP reactiv: -0.8; ARNT TACC3 PPI: -6; F508del corr: 1.4; RAD54 inh: -6

How did CN(CCc1ccccc1)C(=O)c1cccc(NC(=O)Cc2cccc(NC(=O)C3CCCN(C(=O)C4CC4)C3)c2)c1 (configuration not stated) do in these assays?
RAD52 anneal inh: -10; ERAP1 inh: -2; GSIS activator: -19; esBAF inh: -2; XiGFP reactiv: 0.0; ARNT TACC3 PPI: -24; F508del corr: -3.1; RAD54 inh: -2

What do the screens show for `C[C@H]1CCCCO[C@@H](CN(C)C(=O)c2ccncc2)[C@@H](C)CN([C@@H](C)CO)C(=O)c2cc(NC(=O)NC3CCCCC3)ccc2O1`?
GSIS activator: -7; esBAF inh: -2; XiGFP reactiv: 0.1; ARNT TACC3 PPI: -8; F508del corr: -0.8; RAD54 inh: -23

Results for CCOC(=O)C1(CCCc2ccccc2)CCN(C(=O)c2ccoc2)CC1 ?
RAD52 anneal inh: -9; ERAP1 inh: 1; GSIS activator: -11; esBAF inh: 9; XiGFP reactiv: 0.0; ARNT TACC3 PPI: 0; F508del corr: 0.6; RAD54 inh: 1

Results for O=C(NC(=S)Nc1ccccc1Cl)C1CC1 ?
RAD52 anneal inh: -13; ERAP1 inh: 0; GSIS activator: 14; XiGFP reactiv: -0.1; ARNT TACC3 PPI: -8; F508del corr: -1.9; RAD54 inh: -1

Results for COc1ccc(F)cc1CN1CCN(CC(=O)Nc2ccccc2C(=O)NC2CC2)CC1 ?
RAD52 anneal inh: -13; ERAP1 inh: 0; GSIS activator: -5; esBAF inh: 0; XiGFP reactiv: 0.3; ARNT TACC3 PPI: 4; F508del corr: 2.8; RAD54 inh: 6

Results for C[C@H](CO)N1C[C@H](C)[C@H](CN(C)S(C)(=O)=O)OCCCC[C@H](C)Oc2ccc(NC(=O)Nc3ccc4c(c3)OCO4)cc2C1=O ?
RAD52 anneal inh: -6; ERAP1 inh: -1; GSIS activator: 9; esBAF inh: 0; XiGFP reactiv: 0.0; ARNT TACC3 PPI: 3; F508del corr: -0.7; RAD54 inh: 0

How did COc1ccc(-c2[nH]ncc2-c2nc(C)cs2)c(O)c1 do in these assays?
RAD52 anneal inh: -23; ERAP1 inh: 0; GSIS activator: 7; esBAF inh: 4; XiGFP reactiv: 0.0; ARNT TACC3 PPI: 9; F508del corr: -1.4

How did O=C(C[C@H]1CC[C@H]2[C@@H](COC[C@@H](O)CN2C(=O)Nc2cc(Cl)cc(Cl)c2)O1)NCC1CC1 do in these assays?
RAD52 anneal inh: -2; ERAP1 inh: 2; GSIS activator: -3; esBAF inh: 11; XiGFP reactiv: 0.1; ARNT TACC3 PPI: 13; F508del corr: 1.8; RAD54 inh: 2

What do the screens show for `C[C@@H]1CN([C@@H](C)CO)C(=O)CCCn2cc(nn2)CO[C@@H]1CN(C)C(=O)c1ccccc1`?
GSIS activator: 3; esBAF inh: 2; XiGFP reactiv: 0.4; F508del corr: 0.8

What do the screens show for `Cc1ccccc1/C=N/NC(=O)Cn1nnc(N)n1`?
RAD52 anneal inh: 0; ERAP1 inh: -4; GSIS activator: 6; esBAF inh: -1; XiGFP reactiv: 0.0; ARNT TACC3 PPI: -9; F508del corr: -0.9; RAD54 inh: -1

Results for CC(=O)N1CCN(C(=O)c2cc(S(=O)(=O)N(C)c3ccc(F)cc3)ccc2Cl)CC1 ?
RAD52 anneal inh: -7; ERAP1 inh: 1; GSIS activator: -17; esBAF inh: -6; XiGFP reactiv: 0.1; ARNT TACC3 PPI: 2; F508del corr: 2.0; RAD54 inh: 10

How did Cc1ccc(-n2ncc3c2CC(C)(C)CC3NC(=O)CCn2cncn2)cc1 (configuration not stated) do in these assays?
RAD52 anneal inh: -11; ERAP1 inh: 1; GSIS activator: 8; esBAF inh: -8; XiGFP reactiv: 0.1; ARNT TACC3 PPI: -2; F508del corr: -1.7; RAD54 inh: -8

How did COCCCNC(=O)[C@@]1(Cc2ccccc2)N=C(c2ccc(OCCCO)cc2)O[C@H]1c1ccccc1 do in these assays?
RAD52 anneal inh: 7; ERAP1 inh: 1; ARNT TACC3 PPI: -3; F508del corr: 2.2; RAD54 inh: 1

What do the screens show for `COc1ccc(-c2csc(NC(=O)CSC(C)C(=O)Nc3cc(C)on3)n2)cc1OC` (configuration not stated)?
RAD52 anneal inh: -2; ERAP1 inh: -3; GSIS activator: 9; esBAF inh: -5; XiGFP reactiv: 0.0; ARNT TACC3 PPI: 10; F508del corr: 0.6; RAD54 inh: -4

How did COc1ccc2c3c([nH]c2c1)[C@H](CO)N(Cc1ccccc1)CC31CN(C(=O)Nc2cccc(F)c2)C1 do in these assays?
RAD52 anneal inh: -9; ERAP1 inh: -1; GSIS activator: 0; XiGFP reactiv: 0.0; F508del corr: 2.3

Results for COc1ccc(Cl)cc1Cn1c(C)c(C(=O)NCc2cccc(Cl)c2)sc1=O ?
RAD52 anneal inh: -15; ERAP1 inh: -2; GSIS activator: 7; esBAF inh: 15; XiGFP reactiv: 0.8; F508del corr: -1.7; RAD54 inh: -2

What do the screens show for `C[C@@H]1CCCCO[C@H](CN(C)C(=O)Nc2ccc(C(F)(F)F)cc2)[C@H](C)CN([C@@H](C)CO)C(=O)c2cc(NS(=O)(=O)c3ccc(F)cc3)ccc2O1`?
RAD52 anneal inh: -65; ERAP1 inh: -1; GSIS activator: 19; esBAF inh: -1; XiGFP reactiv: 0.0; ARNT TACC3 PPI: 5; F508del corr: 3.2; RAD54 inh: -2

Results for Cc1ccc(S(=O)(=O)N2CCN(CC(O)c3ccccc3)CC2)cc1C (configuration not stated) ?
RAD52 anneal inh: -15; ERAP1 inh: 6; GSIS activator: -6; esBAF inh: 4; XiGFP reactiv: 0.1; ARNT TACC3 PPI: -8; F508del corr: 3.1; RAD54 inh: -4

What do the screens show for `CN1[C@@H]2Cn3c(ccc(-c4ccc(F)cc4)c3=O)[C@H]1[C@@H](C(=O)NC1CCCC1)[C@@H]2CO`?
RAD52 anneal inh: -6; ERAP1 inh: -1; GSIS activator: 6; XiGFP reactiv: 0.0; F508del corr: -2.0

Results for O=S(=O)(c1ccc(F)cc1)N1CC[C@@H]2[C@@H](CO)Nc3ccc(C#Cc4cccc(F)c4)cc3[C@@H]21 ?
RAD52 anneal inh: 7; ERAP1 inh: -3; GSIS activator: 0; XiGFP reactiv: 0.0; F508del corr: 1.1

What do the screens show for `CC(C)NC(=O)Nc1ccc2c(c1)C(=O)N([C@H](C)CO)C[C@@H](C)[C@H](CN(C)C)OCCCC[C@@H](C)O2`?
RAD52 anneal inh: -17; ERAP1 inh: 1; GSIS activator: 3; XiGFP reactiv: 0.1; ARNT TACC3 PPI: -7; F508del corr: 1.1; RAD54 inh: 2

How did Cc1ccccc1-c1ccc([C@H]2[C@H]3CN(C(=O)NC4CCCC4)CCCCN3[C@H]2CO)cc1 do in these assays?
RAD52 anneal inh: -4; ERAP1 inh: 0; GSIS activator: -23; esBAF inh: 3; XiGFP reactiv: 0.1; ARNT TACC3 PPI: -8; F508del corr: -0.2; RAD54 inh: 6
